HCV inhibitor: HCV inhibition. Huh7.5.1 HCVcc-Cre infection, luciferase reporter, 44 h. Potency, µM (titrated, usually from 41.8 µM), for inactives: at the top dose activity change, negative = inhibition, most hits filed as inhibitors. hit rate 3.4% among 340,000
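HCVcc-Cre virus at an moi near 0.5 was added right after compound to cells cultured 4 h from seeding (1,000 cells/well). Luciferase activity was determined 44 h later, 15 min after substrate addition at RT.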
LmPK inh: LmPK (Leishmania mexicana) enzyme inhibition | Q27686 | purified LmPK, Kinase-Glo ATP luminescence, 1 h | Potency, µM (highest dose often 57.5 µM), for the others: at the top dose activity change, negative = inhibition, hits mostly inhibitors | hit rate 0.37% among 290,000
Target sequence (Q27686 whole entry, looked up): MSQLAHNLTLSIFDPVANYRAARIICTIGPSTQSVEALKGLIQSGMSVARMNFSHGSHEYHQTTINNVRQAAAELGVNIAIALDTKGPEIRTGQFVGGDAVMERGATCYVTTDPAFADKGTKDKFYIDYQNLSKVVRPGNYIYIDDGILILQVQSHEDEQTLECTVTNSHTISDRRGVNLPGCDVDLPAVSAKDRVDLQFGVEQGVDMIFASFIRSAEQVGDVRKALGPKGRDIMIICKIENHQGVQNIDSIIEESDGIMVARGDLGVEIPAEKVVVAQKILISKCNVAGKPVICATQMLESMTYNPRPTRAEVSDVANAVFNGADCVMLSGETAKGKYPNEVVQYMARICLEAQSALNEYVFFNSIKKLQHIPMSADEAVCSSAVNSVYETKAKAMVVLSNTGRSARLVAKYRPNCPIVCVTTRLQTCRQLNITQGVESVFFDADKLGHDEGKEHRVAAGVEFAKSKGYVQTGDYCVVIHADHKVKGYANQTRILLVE
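Screened at intermediate enzyme activity to detect both inhibitors and activators: LmPK at 0.1 nM, with a 0.5 nM enzyme column as activation reference. PEP 0.5 mM, ADP 0.1 mM; ATP detected by luminescence after 1 h.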
Pf growth 48h: inhibits P. falciparum growth in the first generation, 48 h; P. falciparum luciferase growth in erythrocytes, 48 h; Potency, µM (highest dose often 28.7 µM), for inactives: top-dose activity change, negative = inhibition, actives largely listed as inhibitors; hit rate 5.9% among 310,000
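Erythrocytes infected with P. falciparum carrying an integrated firefly luciferase reporter (2% hematocrit, 0.1% parasitemia final) were exposed to compounds in RPMI 1640 with 0.5% Albumax at 37 C, 5% CO2. Growth inhibition was scored as reduced luminescence.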
TbPYK inhibitor: T. brucei pyruvate kinase inhibition | TbPYK enzyme, Kinase-Glo Plus ATP luminescence, 45 min | Potency, µM (titrated, usually from 76.8 µM), for the others: at the top dose activity, negative = inhibition, most hits filed as inhibitors | hit rate 0.12% among 410,000; also: nearly all actives have a fitted effect of over 50% in size
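T. brucei PYK with substrate was exposed to pin-transferred compounds across a concentration series, then started with 130 uM ADP (final). After 45 min at room temperature, Kinase-Glo Plus luminescence was read, normalized and curve-fitted.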
Sm TGR block: inhibitors of Schistosoma mansoni thioredoxin glutathione reductase. Q962Y6. purified TGR, DTNB reduction, TNB absorbance 405 nm. Potency, µM (titrated, usually from 114 µM), for the others: top-dose activity change, negative = inhibition, actives largely listed as inhibitors. hit rate 3% among 360,000; also: nearly all actives have a fitted effect of over 60% in size
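TGR 20 nM + NADPH 100 uM (dispensed conc.), cpd preinc 15 min RT; start with NADPH (500 uM addition) then DTNB (15 mM addition). Kinetic TNB absorbance, 405 nm filter. Four-parameter Hill fit across titration.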
Pf growth 96h: P. falciparum growth inhibition at 96 hours; P. falciparum luciferase reporter growth, 96 h; Potency, µM (doses to about 28.7 µM), without a hit: at the top dose activity change, negative = inhibition, actives largely listed as inhibitors; hit rate 6.9% among 320,000
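P. falciparum expressing integrated firefly luciferase, in erythrocytes at 2% hematocrit, 0.05% parasitemia, incubated with compounds 96 h at 37 C, 5% CO2. Growth inhibition read as loss of luminescence; two-generation exposure targets delayed-death apicoplast inhibitors.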
* hit, by the source's call; ? = inconclusive; / = not tested or not shown; & = joins results of further samples; [ ] = dose if it differs, or a comment. Calls follow the shape of the dose curve; as a rule, active = well fitted curve in the direction sought with a large enough effect; inconclusive = small, poorly fitted or top-dose-only effect, or another doubt; inactive = no such curve, though single readings can be large; an effect the other way counts as inactive or inconclusive. % is scaled to controls: 0 for no effect and ±100 for the full control effect; potency is read from the fitted curve at half-maximal effect. Hits appear at their usual frequency (roughly 16% active in at least one column).

cpd	canonical_smiles	HCV inhibitor	LmPK inh	Pf growth 48h	TbPYK inhibitor	Sm TGR block	Pf growth 96h
1	CC(C)(C)c1ccc(C(=O)NC2CCN(Cc3ccccc3)CC2)cc1	?	5%	?	5%	-3%	3.3µM*
2	O=C1NC(=O)C(=CN2CCc3ccccc32)C(=O)N1	7%	-7%	12%	0%	-21%	42%[activator]
3	COC(=O)c1ccccc1NC(=O)CCS(=O)(=O)c1ccc(Br)s1	-24%	-1%	-8%	-6%	?	0%
4	CCOc1cccc(-c2cc(C(=O)N3N=C(C)CC3(O)C(F)F)c3ccccc3n2)c1 (stereo not given)	7%	6%	3%	4%	0%	-94%
5	Cc1ccsc1/C=N/NC(=O)c1nnn(-c2nonc2N)c1-c1ccc2c(c1)OCO2	7%	7%	3.3µM*	0%	-4%	0.13µM*
6	O=C(NNC(=O)c1cc(-c2ccc(Cl)c(Cl)c2)nc2ccccc12)Nc1ccccc1	-37%	-1%	?	-6%	4%	?
7	O=C(Nc1ccc(Cl)c(Cl)c1)c1ccncc1	-26%	-1%	72%[activator]	0%	0%	15µM*
8	O=C(N/N=C/c1ccc(F)cc1)c1ccncc1	20%	-3%	19%	-8%	-2%	16%
9	O=S(=O)(c1ccc(NCc2ccc(F)cc2)nc1)N1CCCC1	15%	-2%	4%	-13%	-10%	36%[activator]
10	CCCCC1=CC2=C(c3ccco3)C(=O)C(C)(OC(=O)c3ccc(OC)cc3)C(=O)C2=CN1Cc1ccco1 (stereo not given)	0%	2%[11.5 µM]	9%	-4%	-10%	?
11	O=C(Nc1cccnc1)C(Cc1ccccc1)n1cccc1 (stereo not given)	1%	8%	/	-29%	0%	1%
12	O=C(Nc1ccc(N2CCOCC2)c(Cl)c1)c1cc2ccccc2o1	?	-1%	24%	-3%	-25%	-29%
13	COc1ccc(N(CC(=O)Nc2ccc(C)c(C)c2)S(=O)(=O)c2c(C)noc2C)cc1	?	0%	-24%	-16%	-5%	?
14	Cc1cc(S(=O)(=O)Nc2ccc(C(=O)N3CCN(c4ccccc4O)CC3)cc2)ccc1F	/	-1%	12%	-1%	-1%	0%
15	CN(CC(=O)Nc1ccc(F)c(F)c1)S(=O)(=O)c1cccc2nsnc12	-18%	3%	27%	1%	8%	2%
16	NC(=O)CSc1nnc(Cc2ccc3c(c2)OCO3)n1C1CCCCC1	14%	5%	?	-4%	7%	-26%
17	CN(C)S(=O)(=O)n1cc(/C=C(\NC(=O)c2ccccc2Cl)C(=O)NCCN2CCOCC2)c2ccccc21	-28%	-1%	0%	26%	-1%	31%
18	CSc1ccc(CN2CCN(S(=O)(=O)Cc3ccccc3)CC2)cc1	/	-6%	16%	6%	-19%	8%
19	COc1ccc(N(CC(=O)NN=C2CCCC2)S(=O)(=O)c2ccccc2)cc1	2%	2%	44%[activator]	-3%	0%	31%[activator]
20	COc1cc(OC)cc(C(=O)Oc2c(CN3CCOCC3)cc(Cl)c3cccnc23)c1	-27%	10%	1.5µM*	-2%	-10%	0.93µM*
21	Cc1ncsc1C(=O)NCc1ccc(N2CCCC2=O)cc1	/	18%	/	-46%	3%[11.4 µM]	4.7µM*
22	CC1(C)C(=O)NCCN1C(=O)CCC(=O)O	19%	2%	-29%	0%	2%	?
23	FCCCOc1ccc(-c2nccc(-c3ccc(Cl)cc3)n2)cc1	3%	2%	22%	-1%	3%	6%
24	COC(=O)[C@@H]1CC[C@H](C)[C@@H](c2ccc(C)cc2)N1C(=O)c1ccc(/C=N/OCC[C@@H]2C=C[C@H](OC(C)=O)[C@@H](COC(C)=O)O2)cc1	6%[8.37 µM]	1%	?	/	?	10µM*
25	CCCc1nc(-c2cc3ccccc3[nH]c2=O)no1	2%	6%	-11%	-2%	12%	?
26	CC(C)(NC(=O)N1CCCC1)c1cccc(C(C)(C)NC(=O)N2CCCC2)c1	11%	-3%	-26%	-8%	2%	0%
27	COc1cc(NC(=O)c2cccs2)c(OC)cc1NC(=O)CCC(=O)Nc1ccc(C)cc1	9%	0%	-2%	1%	2%	1%
28	CCCCCCCCCCC(=O)NNC(=O)c1c(O)c2ccccc2n(CC)c1=O	/	6%	33%[activator]	/	3%	-3%
29	O=C(Nc1ccccc1)c1cccc(N2C(=O)C3C4CC(C(Br)C4Br)C3C2=O)c1 (stereo not given)	-10%	-3%	1.5µM*	3%	-16%	?
30	COC(=O)COc1ccc(NC(=O)C2CCCO2)cc1 (stereo not given)	12%	-6%	1%	-5%	7%	?
31	COc1ccc(Cl)cc1NC(=O)c1nc2nc(C)cc(C(F)F)n2n1	-3%	7%	/	5%	2%	-5%
32	COc1ccc(S(=O)(=O)Nc2nnc(C)s2)cc1	13%	5%	14%	2%	0%	/
33	Cc1cccc(NCc2nnc(-c3ccccc3)o2)c1C	?	-2%	-18%	2%	-1%	33%[activator]
34	COc1cccc(C2CC(c3cccc(OC)c3)n3nc(N)nc3N2)c1 (stereo not given)	17%	1%	2%	6%	6%	12µM*
35	COc1ccccc1CN1CC(C(=O)N2CCC(C(=O)c3ccccc3)CC2)CCC1=O (stereo not given)	-22%	8%	?	2%	1%	25%
36	Cc1ccc(-c2nnc(CSc3nnc(COc4ccccc4)n3-c3ccccc3)o2)cc1	?	2%	0%	-5%	3%	-1%
37	Cc1ccc(S(=O)(=O)N2CCOCC2)cc1NC(=O)CSc1ccccn1	-4%	-5%	179%[activator]	-13%	2%	2%
38	COc1ccccc1-c1cc(C(=O)Nc2cc(C)on2)no1	?	2%	-13%	0%	0%	/
39	COc1cccc(OC)c1C(=O)Nc1ccc(S(=O)(=O)Nc2cc(C)nc(C)n2)cc1	0%	-1%	/	-8%	8%	/
40	CCC(C)[C@@H](C(=O)NCC1CCC(C(=O)O)CC1)n1nnc2ccccc2c1=O (stereo not given in full)	33%[activator]	-2%	/	4%	4%	?
41	O=C(COC(=O)c1cccnc1)Nc1ccc2c(c1)OCO2	9%	-2%	-24%	1%	/	0%
42	CCCCOC(=O)c1ccc(N/C(=N\S(=O)(=O)c2ccccc2)c2ccccc2)cc1	1%	5%	5%	-3%	9%	?
43	Cn1c(N)c(-c2ccccc2)c2ccc([N+](=O)[O-])cc2c1=O	?	0%	?	-9%	9%	1%
44	CCSc1ccccc1C(=O)Nc1nc2ccccc2c(=O)[nH]1	?	-1%	-24%	3%	2%	6%[5.75 µM]
45	Cc1ccccc1N1C(=O)NC(=O)/C(=C\c2ccc3c(c2)CCCN3Cc2ccccc2)C1=O	10%	3%	2%	-25%	?	2%
46	COc1cc(CNCc2cccc3ccccc23)cc(OC)c1	2%	-10%	33%[activator]	15%	3%	10%
47	CC(C)OC(=O)CSc1nnc(CNc2cccc(Cl)c2)n1C	13%	-1%	?	-7%	2%	?
48	Cc1ccc(NC(=O)CCNC(=O)c2ccccc2Cl)nc1	13%	-8%	6%	-1%	-23%	?
49	Cc1c(N2C(=O)c3ccccc3C2=O)c(=O)n(-c2ccccc2)n1C	14%	0%	48%[activator]	3%	-17%	78%[activator]
50	COc1ccccc1/C=C1\SC(=S)N(Nc2nc(C)cc(C)n2)C1=O	-6%	1%	20%	-9%	-17%	35%[activator]

(more compounds)
cpd	canonical_smiles	HCV inhibitor	LmPK inh	Pf growth 48h	TbPYK inhibitor	Sm TGR block	Pf growth 96h
51	OCCNc1nc2ccccc2[nH]1	20%	0%	2%	4%	15%	?
52	CCCCC(CCCCl)C(=O)Nc1ccccc1 (stereo not given)	2%	5%	-12%	2%	1%	-20%
53	CC(=O)/C(=C\N(C)C)Sc1ccc(C)cc1	5%	9%	5%	-1%	?	17%
54	C=CCN=C1CC(C)(C)C(C(=O)OC)C(O)=C1C(=O)CCC (stereo not given)	16%	1%	2%	-2%	/	47%[activator]
55	CC(C)N(CCn1c(SCC(=O)N2CC(=O)Nc3ccccc32)nc2ccccc2c1=O)C(C)C	-5%	1%	?	2%	3%	?
56	CCN1C(=O)[C@H]2[C@@H](c3ccc(C)cc3)N3C(=O)N(c4ccc(C(F)(F)F)cc4)C(=O)[C@@]3(CC)[C@H]2C1=O	51%[activator]	-2%	?	2%	-8%	-11%
57	O=C(Nc1cccc(Cl)c1Cl)c1cc(S(=O)(=O)NCCc2ccccc2)ccc1F	2%	4%	3%	1%&-5%	-3%&-11%	17%
58	N#Cc1ccc(-c2csc(NNC(=O)c3ccccc3)n2)cc1	-19%	2%	12µM*	-3%	-7%	3.7µM*
59	Cc1cc(C)cc(NC(=S)N(C)C)c1	8%	-4%	12%	3%	2%	36%[activator]
60	CC(=O)c1ccc(N2CCN(C(=O)C(=O)c3cn(CC(=O)N4CCCCCC4)c4ccccc34)CC2)cc1	-24%	0%	?	-5%	-7%	?
61	O=C(CN1CCCC1c1cccs1)Nc1cccc(S(=O)(=O)N2CCCC2)c1 (stereo not given)	10µM*	/	?	-5%	2%	?
62	Cc1ccc(NC(=O)C2CCN(C(=O)NC3CCCCC3)CC2)cc1Cl	-20%	3%	5%	-12%	1%	151%[activator]
63	COc1ccc(NC(=O)COc2ccc(C(=O)NCc3cccnc3)cc2OC)cc1	2%	/	-28%	0%	-13%	?
64	COCCNC(=O)/C(=C/c1ccccc1Cl)c1ccccc1	-1%	-3%	-3%	-6%	-7%	75%[activator]
65	CCCC(=O)NC(c1ccccc1)c1ccc2cccnc2c1O (stereo not given)	2.8µM*	7%	2.3µM*	-4%	?	?
66	CCN(Cc1ccccc1)C(=O)c1cc2cc(OC)c(OC)cc2[nH]1	-17%	1%	/	-4%	0%	?
67	Cc1nc(NC(=O)C2CC2)sc1C(=O)NC1CCCCC1	-5%	2%	?	5%	11%	-8%
68	Cc1onc(-c2ccccc2)c1C(=O)OCC(=O)N(C)c1c(N)n(Cc2ccccc2)c(=O)[nH]c1=O	-8%	/	?	-17%	3%	12µM*
69	COC(=O)C(=C/C=C/c1cccnc1)C(=O)OC	19%	-3%	?	5%	0%	-17%
70	COc1ccc(OCC(O)CN2CCC(CN3C(=O)c4cccc5cccc(c45)C3=O)CC2)cc1 (stereo not given)	?	2%	8.3µM*	9%	-3%	156%[activator]
71	CCOc1ccc(Nc2nc(Cc3nnc(SCC(=O)NC4CCCC4)n3C)cs2)cc1	-10%	9%	/	-5%	-10%	?
72	Cc1ccc[n+](C(C)C(=O)c2ccc(Cl)cc2)c1 (stereo not given)	10%	7%	?	1%	4%	170%[activator]
73	Nc1nonc1-n1nnc(C(=O)c2ccccc2)c1-c1ccccc1	?	1%	-9%	3%	-6%	/
74	CCN(CC)CCOc1ccc2c(c1)C(=NO)c1cc(OCCN(CC)CC)ccc1-2	10µM*	-3%	6.6µM*	4%	-20%	1.9µM*
75	O=C(NC1(O)C(=O)c2ccccc2C1=O)c1c(Cl)cccc1Cl	9%	4%	2.9µM*	-3%	-12%	33%[activator]

Full records as entered above.
Shown for `Cc1onc(-c2ccccc2)c1C(=O)OCC(=O)N(C)c1c(N)n(Cc2ccccc2)c(=O)[nH]c1=O` → HCV inhibitor = -8%; LmPK inh = /; Pf growth 48h = ?; TbPYK inhibitor = -17%; Sm TGR block = 3%; Pf growth 96h = 12µM*
Shown for `COc1ccc(NC(=O)COc2ccc(C(=O)NCc3cccnc3)cc2OC)cc1` → HCV inhibitor = 2%; LmPK inh = /; Pf growth 48h = -28%; TbPYK inhibitor = 0%; Sm TGR block = -13%; Pf growth 96h = ?
Shown for `COc1ccc(OCC(O)CN2CCC(CN3C(=O)c4cccc5cccc(c45)C3=O)CC2)cc1` (stereo not given) → HCV inhibitor = ?; LmPK inh = 2%; Pf growth 48h = 8.3µM*; TbPYK inhibitor = 9%; Sm TGR block = -3%; Pf growth 96h = 156%[activator]
